ALOX12 inh = Primary qHTS assay for inhibitors of human arachidonate 12S-lipoxygenase (ALOX12): Round 2 | purified 12hLO, xylenol orange hydroperoxide absorbance | Potency, µM (top dose mostly 108 µM), inactives show at the top dose activity change, negative = inhibition, most hits filed as inhibitors | hit rate 1.1% among 580,000; active means well fitted inhibition curve with a large enough effect; inconclusive means small, poorly fitted or top-dose-only effect, or another doubt; inactive means no such curve, though single readings can be large or run the other way
Target sequence (P18054 whole entry, looked up): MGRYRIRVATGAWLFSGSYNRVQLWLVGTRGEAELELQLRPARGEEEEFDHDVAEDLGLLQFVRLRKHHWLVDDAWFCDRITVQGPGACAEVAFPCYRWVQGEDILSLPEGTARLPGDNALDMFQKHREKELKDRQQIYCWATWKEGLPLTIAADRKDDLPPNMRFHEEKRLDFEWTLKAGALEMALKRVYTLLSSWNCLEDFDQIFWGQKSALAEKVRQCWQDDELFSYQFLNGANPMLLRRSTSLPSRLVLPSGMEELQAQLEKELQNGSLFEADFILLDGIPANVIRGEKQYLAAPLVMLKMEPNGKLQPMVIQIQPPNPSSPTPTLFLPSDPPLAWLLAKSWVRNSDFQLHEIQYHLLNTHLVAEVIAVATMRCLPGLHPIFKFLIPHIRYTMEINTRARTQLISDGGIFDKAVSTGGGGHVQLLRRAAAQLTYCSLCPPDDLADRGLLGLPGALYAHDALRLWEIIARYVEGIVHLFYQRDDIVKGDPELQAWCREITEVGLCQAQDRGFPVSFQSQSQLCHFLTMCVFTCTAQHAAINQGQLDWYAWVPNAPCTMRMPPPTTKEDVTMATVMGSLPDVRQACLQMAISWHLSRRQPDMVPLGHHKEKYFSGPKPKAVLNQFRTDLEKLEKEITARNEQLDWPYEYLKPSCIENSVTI
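Purified human 12hLO at 150 nM in 25 mM Hepes, 0.01% Triton X-100, pH 7.0, preincubated 15 min at room temperature with compound. Reaction started with 40 uM arachidonic acid, 30 min at room temperature. Hydroperoxide measured by Fe-xylenol orange, 573/405 nm absorbance ratio.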
An asterisk follows results filed as active; ? = inconclusive; [ ] = remark or other dose. On the % scale 0 is the no-effect control and ±100 the full control effect; potency means the concentration at half of the fitted maximal effect. The list is partial; count on the stated rates, not on these rows.

SMILES | ALOX12 inh
O=C1NCCCCCN(C(=O)Nc2ccccc2F)[C@H]2CCC[C@@H]12 | 19%
COC1CCCN(c2cc(-c3cccc(C(F)(F)F)c3)nc3c(C)noc23)C1 (stereo unspecified) | -4%[176 µM]
O=C(NC1CCCCC1)C1CCCN(c2cnn(Cc3ccccc3)c(=O)c2)C1 (stereo unspecified) | 6%
CN1CCCCC(NC(=O)c2ccc3ccccc3c2)C1=O (stereo unspecified) | -1%
CN(C)c1ccc(C(=O)N2CCN(S(C)(=O)=O)[C@H](C(=O)N[C@H](Cc3c[nH]c4ccccc34)C(N)=O)C2)cc1 | ?
CN(CC1CCOCC1)C(=O)c1ccc(F)c(Cl)c1 | 35%
O=C1C(N2CCN(S(=O)(=O)c3cc(F)ccc3F)CC2)CCN1Cc1cccnc1 (stereo unspecified) | -3%
O=C(O)C1(Cc2ccccc2F)CCCN(c2ncnc3sccc23)C1 (stereo unspecified) | 26%
COc1ccc(CNC(=O)[C@H]2CCC[C@H]2NC(=O)c2cnc(C)cn2)cc1 | 36%
COc1ccc(C(=O)NCc2nnc3c(-c4nc(C5CC5)no4)cccn23)c(C)c1 | 73%[activator]
Cc1ccc2c(c1)nc1n2[C@@H](CN(Cc2ccc(C(=O)O)cc2)Cc2ccc(C(=O)O)cc2)COC1 | ?
CNC(=O)C1(N2CCC[C@H]2C(=O)N2CCCC2)COC1 | -19%[176 µM]

A second format for 2 compounds above:
> O=C1C(N2CCN(S(=O)(=O)c3cc(F)ccc3F)CC2)CCN1Cc1cccnc1 (stereo unspecified)
  ALOX12 inh: -3%

> O=C(O)C1(Cc2ccccc2F)CCCN(c2ncnc3sccc23)C1 (stereo unspecified)
  ALOX12 inh: 26%

Next section.
SMILES | ALOX12 inh
COC(=O)[C@]12C[C@H](CC(=O)N3CCOCC3)C(=O)N(Cc3ccccc3)C1=C[C@H](C(C)C)O[C@@H]2C1CC1 | -4%
CCCn1cc(-c2ccncc2)cc1C(=O)N1CCN(c2ccccc2F)CC1 | -6%
Cc1cc(C)c(C(=O)N2CCOC(Cc3ccc(F)cc3)C2)o1 (stereo unspecified) | 2%
O=C(NCc1ccccn1)[C@H]1CN(Cc2ccccc2)C[C@H]1C(=O)O | 30%
CC(C)CNC(=O)C(NC(=O)c1ccccc1)C1CCN(C(=O)c2ccccc2)CC1 (stereo unspecified) | 34%[activator]
COc1ccc(-c2nc3c(c(-c4ccccc4)n2)CN(C(=O)c2ccc(F)cc2)CC3)cc1 | 8%
Cn1ncc2c(NCCc3cn4ccccc4n3)nc(C3CCCC3)nc21 | 16%
CN(Cc1ccc(-c2ccccc2)cc1)Cc1ccc(N(C)C)cc1 | -11%
CC(=O)Nc1ccc(S(=O)(=O)N2CCN(C(=O)C(=O)c3cccc(C(F)(F)F)c3)CC2)cc1 | -8%
COCCNC(=O)Cc1cccn1-c1ccc(F)cc1 | 0%
COC(=O)Cc1nnn2c1[C@H](C)[C@@H](OC)c1ccccc1-2 | 9%
CN(CCc1ccccn1)C(=O)c1cn(Cc2cccc(C(F)(F)F)c2)nn1 | 37%[activator]
Cc1oc(C(O)c2ccccc2)nc1C(=O)Nc1ccc2[nH]ccc2c1 (stereo unspecified) | -10%[176 µM]
CS(=O)(=O)N1CCCN(C(=O)C2CCCCC2)CCNC(=O)CC1c1ccccc1 (stereo unspecified) | -3%
O=C(c1cn(C2CNC2)nn1)N1CCCC1 | 31%
O=C(Nc1cccc(-c2ccc(N3CCOCC3)nn2)c1)Nc1cccc(C(F)(F)F)c1 | -1%
COC[C@@H]1CN(C(=O)c2ccc(OC)nc2)C[C@H]1c1nc(C2CC2)no1 | 41%[activator]
CC(C)(C)C(=O)N1CC[C@@H]2[C@H]1C(=O)N(c1ccc(F)c(Cl)c1)C(=O)N2Cc1ccccc1 | 18%
COc1cccc(CNC(=O)[C@@H]2C[C@@H](O)CN2C2CCN(C(=O)COc3ccccc3)CC2)c1 | 40%[activator]
O=[S+]1([O-])NCC2(CCCN(Cc3ccccc3)C2)Nc2ccccc21 (stereo unspecified) | 29%
COc1ccc(Cl)cc1S(=O)(=O)NC1CCc2n[nH]c(=O)n2CC1 (stereo unspecified) | -5%
Cc1ccc(-c2ncc(C(=O)Nc3cc(F)cc(F)c3)c(-c3ccncc3)n2)cc1 | ?
COc1cc(CCC(=O)N[C@H](C2CCNCC2)C2CC(O)C2)ccc1C (stereo partly specified) | 22%
COc1ccccc1CC(=O)N1CCC2(CC1)NC(=O)N(Cc1ccc(F)cc1)C2=O | 5%
Cc1noc(C)c1Cn1cc2c3c(cccc31)[C@H](CC(C)C)N[C@H](C(=O)NC1CCC1)C2 | 6%[176 µM]
O=C(O)c1ccc(CN2Cc3[nH]cnc3C[C@H]2c2nc(-c3cccc([N+](=O)[O-])c3)no2)cc1 | 65%[activator]
O=C(c1ccc2ccccc2n1)N1CCC(n2cc(-c3nc(-c4ccccc4)no3)nn2)C1 (stereo unspecified) | -5%
O=C(NC1CCCCC1)N1CCC(N2C(=O)C3(CCCCC3)C2c2ccncc2)CC1 (stereo unspecified) | 3%
O=C(NC1CCN(c2nc3ncccc3o2)CC1)C1CCCC1 | 10%[176 µM]
Cn1cnc(S(=O)(=O)N[C@H]2CC[C@@]34CCCN3C(=O)CCC[C@H]4[C@H]2Cc2ccccc2)c1 | -8%
CN1[C@@H](CCC(=O)NCc2cccs2)CNC(=O)[C@@H]2[C@H]1CCN2Cc1ncc[nH]1 | 138%[activator][176 µM]
COCCC1(NS(C)(=O)=O)CCN(S(=O)(=O)c2ccc3c(c2)OCCO3)CC1 | 49%[activator]
Cc1ccc(-c2cc(N3CCCN(C(=O)Cc4ccccc4Cl)CC3)n[nH]2)cc1C | 4%
CC(C)CN1CCCC(COc2ccccc2C(=O)NC2CC2)C1 (stereo unspecified) | 45%[activator]
Cc1ccc(NC(=O)N[C@H](Cc2ccccc2)C(=O)N2CCOCCNC(=O)CC2)cc1C | -5%
CC1=C(C(=O)N2CCCCCC2)CC(CC(=O)NCCc2ccccn2)C(=O)N1CCC1=CCCCC1 (stereo unspecified) | 2%
Cc1noc(C)c1C(=O)NC1CCCc2c1[nH]c1c(Cl)cccc21 (stereo unspecified) | 21%
COC(=O)c1cccc2c([N+](=O)[O-])c(NC(C)=O)cc(C(=O)OC)c12 | 5%
Cc1cnc(CC2CCCN(C(=O)c3cccnc3)C2)n1Cc1ccc(F)cc1 (stereo unspecified) | 33%
CCCN1CCCC12Cc1ccccc1CN(C(=O)CC)C2 (stereo unspecified) | 2%[6.33 µM]
O=C(CCN1CCCCO1)N1CCOC(CC2CCCCC2)C1 (stereo unspecified) | 72%[activator]
CC(C)NC(=O)c1nc(-c2cccc(C(F)(F)F)c2)c2ccccn12 | 34%
Cc1noc(C)c1-c1ccc2c(n1)CN(Cc1ccc(C(F)(F)F)cc1)C(=O)CO2 | -8%[176 µM]
COCc1cn(C[C@H]2C[C@@H](NC(=O)c3cccnc3)[C@H](O)[C@@H]2O)nn1 | -19%[176 µM]
Cc1nc(-c2ccccc2OC2CN(C(=O)c3cc(F)ccc3F)C2)no1 | 27%
CS(=O)(=O)N1CCc2ccc(C(=O)Nc3ccc(F)cc3)cc21 | 30%
COc1ccccc1-c1[nH]nc2ncc(C(=O)NCC3CCOCC3)nc12 | 25%[176 µM]
C=CCN=C1NC(c2cccc(Cl)c2)C(C(=O)OC)=C(C)N1Cc1cccc(C(F)(F)F)c1 (stereo unspecified) | ?
O=C(Nc1cccc(-c2ccco2)c1)C1CCN(C(=O)NCc2ccco2)CC1 | -24%
Cc1nnc(NC(=O)C2c3ccccc3C(=O)N(CC(C)C)C23CCCCC3)s1 (stereo unspecified) | 5%
CN1[C@@H](CCC(=O)NCc2cccs2)CNC(=O)[C@@H]2[C@H]1CCN2Cc1cccs1 | 84%[activator][176 µM]
COC(=O)CNC(=O)N1CCC2(CC1)CC(N(Cc1ccc(F)cc1)C1CC1)CCO2 (stereo unspecified) | 32%
F[C@@H]1CN(Cc2nccs2)C[C@@H]1OCc1nc2ccccc2[nH]1 | 15%[176 µM]
CCCN1CCC2(CCN(C(=O)c3ccccc3F)CC2)Oc2ccccc21 | 26%
COc1ccc(OC)c(CN2C[C@H]3[C@H](C2)[S+](=O)([O-])C(C)(C)C(=O)N3CC2CCOCC2)c1 | 8%
Cn1nccc1C(=O)NCCC1CCN(C(=O)Nc2ccccc2)CC1 | 5%
O=C(O)C[C@@H]1CCN(C(=O)C(=O)O)C[C@@H]1CC1=NCCc2cc(F)ccc21 | ?
Cc1cc2cc(-c3c(C)noc3C)nc(NCCN(C)C)c2o1 | 16%[176 µM]
CC1(c2ccccc2)CCCN(Cc2nnc(-c3cccnc3)o2)C1 (stereo unspecified) | 69%[activator]
O=C(Nc1cccc(-n2cccn2)c1)C1CCCN1C(=O)C1CCC1 (stereo unspecified) | 55%[activator]

Going on with the list.
SMILES | ALOX12 inh
COc1cc(OC)c(OC)cc1CN1CCc2nc(N(C)C)[nH]c(=O)c2CC1 | 26%
COC[C@@H]1CN(C(=O)C2(c3ccc(OC)cc3)CC2)C[C@H]1C(N)=O | 79%[activator]
O=C(c1ccco1)N1CCc2nn(Cc3ccccc3)c(=O)n2CC1 | 1%
CCc1cccc(NC(=O)C2Cn3cccc3C(=O)N2C)c1 (stereo unspecified) | 16%
Cc1nn2c(c1-c1ccccc1-c1ccccc1)N(C(=O)c1ccnn1C)CCC2 | 48%[176 µM]
O=C(Cc1c(F)cccc1Cl)N1C[C@@H](CO)[C@H](c2ccncc2)C1 | 42%[activator]
Cc1ccccc1CN1C[C@@H]2[C@H](C1)N(Cc1ccccc1)C(=O)C(C)(C)[S+]2(=O)[O-] | 4%[176 µM]
CC(=O)NC1(C)CCN(Cc2ccc(-c3ccc4ccccc4c3)cc2)C1 (stereo unspecified) | ?
CNC(=O)[C@@H]1C[C@H](Oc2ccccc2)CN1C(=O)Cc1cccc(F)c1 | 40%[activator]
O=C(O)C1CC2(CCN(C(=O)CCCn3ccnc3)CC2)CN1 (stereo unspecified) | 17%
Cc1cc(C)n(Cc2ccc(C(=O)N3C[C@@H](Oc4cccnc4)C[C@H]3C(N)=O)o2)n1 | 29%
O=C(Cn1cccn1)N1C[C@@H](COCC2CC2)[C@H](c2ccccn2)C1 | -10%

Fetched by compound from the list above:
SMILES | ALOX12 inh
COC[C@@H]1CN(C(=O)C2(c3ccc(OC)cc3)CC2)C[C@H]1C(N)=O | 79%[activator]
CCc1cccc(NC(=O)C2Cn3cccc3C(=O)N2C)c1 (stereo unspecified) | 16%

Next structures.
SMILES | ALOX12 inh
CN(C)[C@@H]1C[C@@H](CO)N(C(=O)c2csc3nc(-c4ccccc4Cl)cn23)C1 | 17%
Cc1cc2nc3n(c(=O)c2n1CC(=O)NC(C)c1ccccc1)CCCCC3 (stereo unspecified) | 7%
O=C(Nc1ccccc1F)N1CC2CCC(C1)N2Cc1cccs1 | 2%[6.33 µM]
CN(C)Cc1cc(C[C@@H]2C[C@H](NC(=O)C3CCCC3)C2(C)C)no1 | 6%[176 µM]
O=C([C@H]1Cc2ccccc2CN1)N1CCC(c2nccn2CC2CC2)CC1 | 15%
O=C(O)CCC(=O)N1Cc2ccccc2CC2(CCN(Cc3ccc(O)cc3)C2)C1 (stereo unspecified) | 8%[6.33 µM]
Cc1ccc(-c2cc(-c3cccnc3)c3cncn3c2)cn1 | 41%[activator][176 µM]
COc1cccc(CN2Cc3nc(-c4cccc(O)c4)ccc3OCC2=O)c1 | ?
COc1ccccc1-n1cnc2cccnc21 | 21%[176 µM]
COc1ccc(-c2noc(CC3CCN(C(=O)c4ccccc4C)CC3)n2)cc1 | -6%
O=C(NCCn1cnc2ccccc2c1=O)C1CC(=O)N(c2n[nH]c3ccccc23)C1 (stereo unspecified) | 48%
COc1cccc(CNC(=O)Cn2ccn3nc(-c4ccc(F)cc4)c(CO)c3c2=O)c1OC | -13%

As a working copy, some entries already given.
SMILES | ALOX12 inh
CN(C)[C@@H]1C[C@@H](CO)N(C(=O)c2csc3nc(-c4ccccc4Cl)cn23)C1 | 17%
Cc1cc2nc3n(c(=O)c2n1CC(=O)NC(C)c1ccccc1)CCCCC3 (stereo unspecified) | 7%
O=C(Nc1ccccc1F)N1CC2CCC(C1)N2Cc1cccs1 | 2%[6.33 µM]
CN(C)Cc1cc(C[C@@H]2C[C@H](NC(=O)C3CCCC3)C2(C)C)no1 | 6%[176 µM]
O=C([C@H]1Cc2ccccc2CN1)N1CCC(c2nccn2CC2CC2)CC1 | 15%
O=C(O)CCC(=O)N1Cc2ccccc2CC2(CCN(Cc3ccc(O)cc3)C2)C1 (stereo unspecified) | 8%[6.33 µM]

Quoted from the listing.
Value of `COC(=O)Cc1nnn2c1[C@H](C)[C@@H](OC)c1ccccc1-2` under ALOX12 inh: 9%
Value of `CN(CCc1ccccn1)C(=O)c1cn(Cc2cccc(C(F)(F)F)c2)nn1` under ALOX12 inh: 37%[activator]
Value of `COC(=O)c1cccc2c([N+](=O)[O-])c(NC(C)=O)cc(C(=O)OC)c12` under ALOX12 inh: 5%

(next part)
SMILES | ALOX12 inh
COc1cccc(CN2CCNc3cc(-c4ccccc4)ncc3C2)c1 | 16%[176 µM]
COc1ccc(CC(=O)N2[C@@H]3CC[C@H]2CC(NC(=O)c2cnc(C)cn2)C3)cc1OC (stereo partly specified) | 66%[activator]
CN1C[C@@H](NS(=O)(=O)Cc2ccccc2)C[C@H]1c1nc(-c2ccc3c(c2)OCO3)no1 | ?
O=C(CN1CCCc2nc(C3CC3)ncc2C1=O)NCCc1c[nH]c2ccccc12 | 30%
Cc1nc(-c2cccnc2)ncc1C(=O)N1CC[C@](C)(O)C(C)(C)C1 | ?

High-throughput results: PubChem BioAssay, National Center for Advancing Translational Sciences (NCATS)
